uPA generation – qHTS for Inhibitors of Cell Surface uPA Generation | 330,000 tested, 0.31% active | Potency, µM (highest dose often 38.3 µM), for inactives: at the highest dose activity change, negative = inhibition, usual class: inhibitors | cell surface uPA generation assay, qHTS; active means well fitted inhibition curve with a large enough effect; inconclusive means small, poorly fitted or top-dose-only effect; inactive means no such curve, though single readings can be large or run the other way; tested in mouse RAW 264.7 cells; further: potency means the concentration at half of the fitted maximal effect; nearly all actives have a fitted effect of over 55% in size
Giardia killer – Small Molecules that selectively kill Giardia lamblia: qHTS. Giardia lamblia trophozoite viability. 340,000 tested, 0.15% active. activity change, % at 7.66 µM, hits read low. AID 540267, 2011; in the data active means activity change below about -80%; inconclusive means between about -30% and that limit;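 further: parasites exposed to compound for two days anaerobically before the ATP read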
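Luminescent ATP signal served as the viability read-out, measured 15-30 min after adding ATP detection reagent to trophozoites that had been incubated with compounds for 48 hrs at 37 deg C anaerobically at 100 cells/well.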
B2AR arrestin – qHTS assay of beta-arrestin-biased ligands of beta2-adrenergic receptor | 330,000 tested, 0.02% active | Potency, µM (top dose mostly 46.1 µM), for the others: at the top dose activation, usual class: activators | beta-arrestin recruitment to beta2AR, cell-based reporter | Beta-2 adrenergic receptor (Homo sapiens), P07550 | AID 492947, 2010;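 further: potency means the concentration at half of the fitted maximal effect; 0% = DMSO controls and full agonism = EC100 isoproterenol or metaproterenol; nearly all actives have a fitted effect of over 65% in size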
Target sequence (P07550 whole entry, looked up): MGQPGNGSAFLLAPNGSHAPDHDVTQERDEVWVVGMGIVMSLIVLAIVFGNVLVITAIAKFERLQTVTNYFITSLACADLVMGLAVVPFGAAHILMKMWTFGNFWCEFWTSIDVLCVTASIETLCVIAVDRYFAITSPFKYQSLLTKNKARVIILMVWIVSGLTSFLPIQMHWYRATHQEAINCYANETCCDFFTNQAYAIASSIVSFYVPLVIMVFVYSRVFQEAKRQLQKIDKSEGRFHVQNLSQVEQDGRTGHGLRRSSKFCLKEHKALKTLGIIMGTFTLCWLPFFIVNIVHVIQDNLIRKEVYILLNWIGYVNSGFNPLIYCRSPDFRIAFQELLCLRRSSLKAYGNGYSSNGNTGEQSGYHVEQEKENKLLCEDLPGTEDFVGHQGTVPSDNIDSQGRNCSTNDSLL
Eya2 phos inh – qHTS Assay for Inhibitors of the Phosphatase Activity of Eya2. Protein phosphatase EYA2 (Homo sapiens), O00167. recombinant Eya2, OMFP fluorescence dephosphorylation (OMFP is methylfluorescein phosphate). Potency, µM (highest dose often 76.9 µM), without a hit: top-dose activity, negative = inhibition, most hits filed as inhibitors. 330,000 tested, 0.006% active. AID 488837, 2010; further: potency means the concentration at half of the fitted maximal effect
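Eya2 (0.2 uM) preincubated 10 min at ambient with compound, then OMFP substrate added at 50 uM; 10 min reaction in 50 mM HEPES pH 7.5, 50 mM NaCl, 5 uM MgCl2, 0.05% BSA, 1 mM DTT. Fluorescence read at Ex 485/Em 525 nm.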
USP2a inh – qHTS Assay for Inhibitors of Ubiquitin-specific Protease USP2a Using CHOP2 as the Reporter. Ubiquitin carboxyl-terminal hydrolase 2 (Homo sapiens), O75604. 330,000 tested, 0.01% active. Potency, µM (highest dose often 38.3 µM), without a hit: at the top dose activity change, negative = inhibition, usual class: inhibitors. USP2 core, Ub-CHOP2 coupled fluorogenic reporter, 485/531;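 further: potency means the concentration at half of the fitted maximal effect; plate controls were DMSO wells for no effect and full inhibition by NEM control for full effect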
Target sequence (O75604 whole entry, looked up): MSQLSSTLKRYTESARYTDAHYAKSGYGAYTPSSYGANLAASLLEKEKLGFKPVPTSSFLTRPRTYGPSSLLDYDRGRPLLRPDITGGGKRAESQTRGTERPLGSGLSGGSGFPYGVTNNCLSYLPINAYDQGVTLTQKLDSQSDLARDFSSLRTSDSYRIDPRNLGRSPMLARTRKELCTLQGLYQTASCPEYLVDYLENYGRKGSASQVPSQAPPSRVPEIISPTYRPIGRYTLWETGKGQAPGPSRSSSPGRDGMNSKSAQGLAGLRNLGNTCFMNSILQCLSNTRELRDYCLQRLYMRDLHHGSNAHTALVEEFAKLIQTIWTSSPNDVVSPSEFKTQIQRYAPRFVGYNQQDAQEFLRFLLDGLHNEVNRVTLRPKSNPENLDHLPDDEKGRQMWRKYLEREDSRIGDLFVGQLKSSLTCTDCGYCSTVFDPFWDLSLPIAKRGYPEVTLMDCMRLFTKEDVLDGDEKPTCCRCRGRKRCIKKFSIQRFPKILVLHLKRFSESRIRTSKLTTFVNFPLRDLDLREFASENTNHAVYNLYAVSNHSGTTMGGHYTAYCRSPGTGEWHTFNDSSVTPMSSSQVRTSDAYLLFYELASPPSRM
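Deubiquitinase activity read as fluorescence (485/531 nm) after Ub-CHOP2 cleavage activates the enterokinase reporter on its substrate; USP2 core 10nM, Ub-CHOP2 and substrate 25nM each, 30min compound preincubation then 60min RT; data normalized to NEM, curves fitted.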
GALK inh – qHTS Assay for Inhibitors of Human Galactokinase (GALK); Potency, µM (series often up to 57.5 µM), for the others: at the highest dose activity change, negative = inhibition, actives largely listed as inhibitors; P51570; Purified GALK, Kinase-Glo residual ATP luminescence; 270,000 tested, 0.007% active; AID 1868, 2009; further: potency means the concentration at half of the fitted maximal effect
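5 nM enzyme, 35 uM ATP, 100 uM galactose, 20 mM HEPES pH8.0, 5 mM MgCl2; 1 h RT; residual ATP by Kinase-Glo Plus luminescence, qHTS format.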
KCNH2 WT inh – qHTS for Inhibitors of KCHN2 3.1: Wildtype qHTS; U2OS, BacMam KCNH2, thallium flux FluxOr; hits give low values; activity change, % at 1.84 µM; 340,000 tested, 0.37% active;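 active means maximum activity change below -70%; inconclusive means maximum activity change between -70% and -50%; inactive means maximum activity change above -50%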
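U2OS cells were transduced with wild-type KCNH2 virus (2.03 x 10^8 / mL) for 4 h at room temperature, then cultured overnight at 37 C. Thallium flux was read with FluxOr dye. Rate constants were normalized to DMSO controls.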
FBPA coupling cs – qHTS Assay for Inhibitors of Fructose-1,6-bisphosphate Aldolase from Giardia Lamblia: Coupling assay counterscreen; activity change, negative = inhibition, % at 58.2 µM, hits read low; coupling enzyme system counterscreen, AmpLite Red fluorescence; AID 2472, 2010; 290,000 tested, 0.67% active; in the data active means activity change below about -30%
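First, compound is pin-transferred into glyceraldehyde-3-phosphate coupling-enzyme reagent at 57.5 uM final and held 10 min at RT. Next, substrate, coupling system and AmpLite Red are added. After 20 min RT, fluorescence (525/598 nm) is read.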
Chronic BCR inh – qHTS Assay to Find Inhibitors of Chronic Active B-Cell Receptor Signaling; ABC-DLBCL IkBa-CBG/CBR reporter, luminescence ratio, 4 h; Potency, µM (top dose mostly 46.1 µM), for the others: at the top dose ratio change, negative = lower green/red ratio, most hits filed as inhibitors; 340,000 tested, 0.05% active; AID 493014, 2011; active means well fitted inhibition curve with a large enough effect in the signal ratio, with a control signal flat, not every such curve was filed as active; inconclusive means small, poorly fitted or top-dose-only effect, or effect the other way, or a change in a side signal; the % refers to the signal ratio;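 further: potency means the concentration at half of the fitted maximal effect; plate controls were basal doxycycline-induced cells for no effect and cells given 10 µM MG132 for full effect; MG132 reads +100%, hits lower the ratio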
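Concentration-response series (up to 46 uM) were applied to TMD8 dual-reporter cells for 4 h at 37C with doxycycline. Green/red ratio, after filter-overlap correction, defined %Activity; red signal alone was normalised to basal cells and zero luminescence.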
PKM2 activator – qHTS Assay for Activators of Human Muscle isoform 2 Pyruvate Kinase; Pyruvate kinase PKM (Homo sapiens), P14618; purified PKM2, Kinase-Glo ATP luminescence, activation; response scale: 0% is enzyme alone, no compound; Potency, µM (highest dose often 57.5 µM), inactives show at the top dose activation, usual class: activators; 260,000 tested, 0.34% active; AID 1631, 2009; further: potency means the concentration at half of the fitted maximal effect; nearly all actives have a fitted effect of over 55% in size
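ATP formation by purified human PK-M2, quantified via coupled luciferase luminescence after 1 h at room temperature with 0.1 mM ADP and 0.5 mM PEP final.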
KCNH2 3.1 block – qHTS for Inhibitors of KCHN2 3.1: Mutant qHTS | Potassium voltage-gated channel subfamily H member 2, brain isoform KCNH2 3.1 (human) | U2OS KCNH2 3.1, thallium flux FluxOr; hits give low values | activity change, % (tested at about 1.8 µM) | 340,000 tested, 0.95% active | AID 720553, 2013;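 active means maximum activity change below -70%; inconclusive means maximum activity change from -70% to -50%; inactive means maximum activity change above -50%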;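 further: thallium influx rate constant from kinetic fluorescence after stimulation buffer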
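Steps: virus added to U2OS suspension (4 h, RT, dark); medium with 10% FBS added, cells plated, 37 C overnight; FluxOr/Red40 loading buffer 45 min RT; stimulation buffer, 2 min kinetic read; rate constant normalized.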
* = called active by the depositor; u = inconclusive; x = no result given; & = joins results of further samples. Unless noted, the call rests on the fitted dose curve; in most records, active means well fitted curve in the direction sought with a large enough effect; inconclusive means small, poorly fitted or top-dose-only effect, or another doubt; inactive means no such curve, though single readings can be large; an effect the other way counts as inactive or inconclusive. Unless noted, on the % scale 0 is the no-effect control and ±100 the full control effect.

no.	Compound	uPA generation	Giardia killer	B2AR arrestin	Eya2 phos inh	USP2a inh	GALK inh
1	COc1ccc(C(=O)NC2CC2)cc1OC1CCN(Cc2cc(C)cc(C)c2)CC1	0%	4	-0.1%	-8%	0%	3%
2	O=C(c1ccc(-c2ccccc2)cc1)C1CCCN(C(=O)Cn2cncn2)C1 (stereo not given)	-2%	1	-0.8%	-13%	-9%	-1%
3	COc1ccc(S(=O)(=O)N2CCc3ccccc32)cc1C(=O)N(CC(C)C)C1CCS(=O)(=O)C1 (stereo not given)	1%	1	-0.1%	-18%	1%	x
4	COc1cc2c(cc1OC)C(c1cccc(Br)c1)NC(=O)C2 (stereo not given)	u	9	-0.9%	-9%	0%	-1%
5	CCC(C(=O)NCCN1CCOCC1)n1c2ccccc2c2nc(=O)cc(C)n21 (stereo not given)	1%	-4	0.5%	-22%	1%	4%
6	O=C(Nc1ccccn1)c1cccc(S(=O)(=O)N2CCc3ccccc3C2)c1	-2%	5	0.5%	11%	1%	x
7	COc1cc(/C=C2\SC(=S)N(CCC(=O)Nc3ccccc3O)C2=O)cc(OC)c1OC	-26%	-3	-0.6%	-14%	-2%	2%
8	CCNC(=O)COC(=O)COc1ccc(Cl)cc1C	1%	0	0.3%	-7%	3%	8%
9	COc1cccc(Nc2nc3ccccc3nc2NS(=O)(=O)c2cccs2)c1	0%	-6	0.1%	-2%	-2%	-11%
10	Cn1nc(C(F)(F)F)c(C(=O)Nc2ccc(F)cc2)c1Cl	-4%	-3	0.2%	-9%	4%	5%
11	CCOC(=O)N1CCN(C(=O)C2CCCN(c3ncnc4c3nc3n4CCCCC3)C2)CC1 (stereo not given)	-3%	-7	0.0%	-1%	-1%	-1%
12	CCCCc1ccc(NC(=O)c2cnccn2)cc1	-13%	-24	0.1%	-2%	-2%	-1%

no.	KCNH2 WT inh	FBPA coupling cs	Chronic BCR inh	PKM2 activator	KCNH2 3.1 block
1	-9	-1	-4%	-1%	x
2	3	-2	5%	-3%	7
3	5	x	7%	x	-3
4	-2	1	u	-1%	2
5	-10	x	-1%	x	7
6	-8	x	-4%	x	-2
7	-4	-2	-7%	-4%	-3
8	-2	1	2%	-3%	19
9	1	2	1%	23%	-3
10	-1	0	11%	1%	7
11	2	0	-1%	4%	-7
12	10	-1	u	-18%	-2

Next part:
no.	Compound	uPA generation	Giardia killer	B2AR arrestin	Eya2 phos inh	USP2a inh	GALK inh
13	COc1ccc(CN2CCNC(=O)C2CC(=O)N(C)Cc2ccon2)cc1OC (stereo not given)	7%	-20	-0.5%	-2%	-1%	8%
14	O=C(O)c1ccc(S(=O)(=O)NCC2CCCCC2)cc1	-2%	4	-0.7%	10%	3%	x
15	C=CCn1ncc(OC)c(Cl)c1=O	x	-20	-0.6%	8%	1%	-2%
16	O=C(OCCN1C(=O)c2ccccc2C1=O)c1ccccc1	1%	8	0.1%	5%	0%	1%
17	COc1ccc(NC(=O)CCC(=O)Nc2ccc3nc(N4CCOCC4)cc(C)c3c2)c(OC)c1	-2%	-23	-1.0%	5%	2%	-5%
18	OCCNc1nc(Cl)nc(NCc2ccco2)n1	1%	8	0.0%	14%	2%	0%
19	CCOC(=O)c1c(C)oc2ccc(OCC(N)=O)cc12	-5%	-14	-0.8%	4%	0%	2%
20	COc1cc(C(=O)OCC(=O)Nc2ccc(C(C)=O)cc2)ccc1OCC(=O)N1CCOCC1	-5%	-4	-1.1%	1%	2%	-1%
21	O=C(COc1cc2oc(=O)c3c(c2cc1Cl)CCC3)N1C[C@H]2C[C@@H](C1)c1cccc(=O)n1C2	12%	9	-0.1%	-28%	1%	x
22	CCOc1ncccc1C(=O)Nc1c(C)n(C)n(-c2ccccc2)c1=O	0%	-2	0.2%	3%	0%	10%
23	Cc1cc(/C=N/NC(=O)c2cccc(N(C)C)c2)c(C)n1-c1cc(C(=O)O)cc(C(=O)O)c1	0%	2	-0.2%	u	0%	-2%
24	O=S(=O)(Cc1ccccc1)N1CCN(Cc2c(F)cccc2Cl)CC1	-2%	5	0.0%	6%	0%	x

no.	KCNH2 WT inh	FBPA coupling cs	Chronic BCR inh	PKM2 activator	KCNH2 3.1 block
13	1	-7	2%	-6%	-8
14	4	10	0%	x	-1
15	23	5	2%	1%	7
16	-2	3	-1%	2%	23
17	-4	0	9%	-14%	6
18	-13	-1	4%	12%	-6
19	-37	1	1%	-1%	5
20	-4	-4	-14%	-26%	7
21	2	2	0%	2%	7
22	8	1	4%	3%	11
23	1	0	u	2%	-1
24	-2	x	-5%	x	10

(listing goes on)
no.	Compound	uPA generation	Giardia killer	B2AR arrestin	Eya2 phos inh	USP2a inh	GALK inh
25	COc1cc(Br)c(/C=C/c2ccc3cccc(O)c3n2)cc1OC	1%	u	4.7%	0%	-5%	-2%
26	O=[N+]([O-])c1cccc2cn[nH]c12	-15%	-15	1.6%	-1%&4%	2%	-2%
27	Cc1cc2c(cc1C)CSC(c1ccccc1O)SC2	x	5	0.0%	4%	5%	-6%
28	CC(C)c1nnc(SCC(=O)NCc2ccc3c(c2)OCO3)n1C	1%	-6	0.2%	-16%	8%	1%
29	COc1ccc(NCC(=O)Nc2ccccc2C#N)cc1Cl	0%	0	-0.1%	8%	2%	0%
30	CCOc1ccc(N2CC(C(=O)NC3CCCC3)CC2=O)cc1 (stereo not given)	-3%	-9	-0.4%	16%	0%	-2%
31	CCCc1c(O)c2ccccc2n(-c2ccccc2)c1=O	0%	-14	-0.5%	6%	4%	0%
32	CCCNC(=O)C(Cc1ccc(I)cc1)NC(=O)c1ccc2ccccc2n1 (stereo not given)	2%	0	0.2%	-23%	5%	x
33	COc1ccc2c(C)c(C(=O)N3CCN(Cc4ccccc4)CC3)oc2c1	2%	-3	0.1%	-2%	-3%	-3%
34	O=C(c1cn(Cc2ccccc2)nc1-c1ccc(Cl)cc1)N1CCN(c2ccccn2)CC1	u	-6	0.1%	-8%	1%	x
35	O=C(CN1CCCCCC1)Nc1ccc(S(=O)(=O)N2CCOCC2)cc1	-10%	3	-0.3%	0%	2%	4%
36	Cc1cc(N2CCOCC2)c(F)cc1C(=O)c1ccccc1	-2%	-6	-0.3%	-9%	0%	2%
37	O=c1cc(CN2CCN(Cc3ccccc3)CC2)c2cc(O)ccc2o1	-16%	-5	-0.1%	2%	0%	2%
38	Cc1ccccc1N(CC(=O)NCC1CCCO1)C(=O)CCC(=O)Nc1nccs1 (stereo not given)	-10%	8	14%	-11%	5%	-1%
39	Cc1cccc(C)c1OCc1nnc(SCC(=O)NCCc2ccccc2)o1	6%	-15	-0.4%	1%	-1%	-4%

no.	KCNH2 WT inh	FBPA coupling cs	Chronic BCR inh	PKM2 activator	KCNH2 3.1 block
25	-4	-2	u	x	10
26	8	-17&-3&-4	-11%	3%	8
27	-27	-4	11%	-1%	-18
28	0	0	-5%	-3%	9
29	-9	-1	5%	-2%	1
30	0	-1	5%	x	-18
31	2	-17	u	0%	-9
32	x	x	-2%	x	x
33	7	5	u	-1%	-2
34	4	x	-4%	x	-4
35	0	1	0%	-6%	12
36	8	3	0%	-2%	-1
37	9	0	-18%	x	-22
38	7	1	0%	-7%	-17
39	18	5	-10%	-1%	-7

Exported with two lines to a compound: part of the list above
Below each compound: uPA generation | Giardia killer | B2AR arrestin | Eya2 phos inh | USP2a inh | GALK inh | KCNH2 WT inh | FBPA coupling cs | Chronic BCR inh | PKM2 activator | KCNH2 3.1 block
1: COc1ccc(C(=O)NC2CC2)cc1OC1CCN(Cc2cc(C)cc(C)c2)CC1
→ 0% | 4 | -0.1% | -8% | 0% | 3% | -9 | -1 | -4% | -1% | x
2: O=C(c1ccc(-c2ccccc2)cc1)C1CCCN(C(=O)Cn2cncn2)C1 (stereo not given)
→ -2% | 1 | -0.8% | -13% | -9% | -1% | 3 | -2 | 5% | -3% | 7
3: COc1ccc(S(=O)(=O)N2CCc3ccccc32)cc1C(=O)N(CC(C)C)C1CCS(=O)(=O)C1 (stereo not given)
→ 1% | 1 | -0.1% | -18% | 1% | x | 5 | x | 7% | x | -3
4: COc1cc2c(cc1OC)C(c1cccc(Br)c1)NC(=O)C2 (stereo not given)
→ u | 9 | -0.9% | -9% | 0% | -1% | -2 | 1 | u | -1% | 2

Bioassay records from PubChem.
